High-throughput results deposited in PubChem BioAssay by PCMD.
eIF2B yeast act: eIF2B (yeast) activity modulation; S. cerevisiae eIF2B-epsilon R284H, GCN4-lacZ luminescence; inhibition, % at 25 µM (by protocol); 27,000 tested, 0.91% active;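 active = mutant luminescence inhibited past about 50% while wild type luminescence and mutant growth stay under set limits, limit read from the data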; note: some compounds called inactive have numbers as strong as hits
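material = yeast eIF2B-epsilon R284H mutant carrying GCN4–beta-galactosidase fusion | schedule = 16 h growth with compound at 30 °C, 90 min Beta-Glo step | measured by = luminescence and A595 | compound dosing = one concentration, 25 µM, 0.25% DMSO | read-out basis = % inhibition of reporter signal and growth versus controls | buffer or medium = YPD medium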
Yeast tox: Inhibits yeast growth, turbidity readout | 30,000 tested, 0.3% active | AID 685 | growth inhibition, % at 25 µM (by protocol) | S. cerevisiae wild-type growth, A595 turbidity, 16 h;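 active = mutant and wild-type yeast strains alike exhibit over 30% growth inhibition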;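 note: 0% = untreated cell controls and 100% = YPD media blanks without cells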
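Test system: Wild-type and eIF2Bepsilon-R284H mutant S. cerevisiae, screened separately | Dosing: Single 25 µM compound dose in 0.2% DMSO | Schedule: 16 h compound exposure during growth at 30 °C | Detection: A595 turbidity | Evaluation: Growth inhibition (%) versus cell controls and blanks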
Yeast tox inhibition %: further read-out of Yeast tox, marked with its call; growth inhibition, %; S. cerevisiae eIF2Bepsilon-R284H mutant growth, A595 turbidity, 16 h;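 each compound tested once at 25 µM; 0% equals untreated cells and 100% equals cell-free medium blanks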
eIF2B yeast act mutant toxicity: recorded beside eIF2B yeast act, whose call it bears; growth inhibition, %; measured here: mutant yeast growth, toxicity;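 each compound tested once at 25 µM; zero equals untreated control growth and 100 equals blank medium absorbance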
* = called active by the depositor; . = no result given.

#1 CCOC(=O)C1=C(C)NC(=O)CC1c1cc2c(cc1Br)OCO2 (configuration not stated)
#2 CCCC(C)C(=O)Nc1ccc(Cl)cc1Cl (configuration not stated)
#3 CC(C)CC(=O)Nc1ccccc1N1CCOCC1
#4 CCC(c1nnnn1Cc1ccc2c(c1)OCO2)N1CCN(c2ccccc2)CC1 (configuration not stated)
#5 Cc1ccc(S(=O)(=O)N2CCOCC2)cc1C(=O)NCc1ccc(F)cc1
#6 CCOC(=O)C1CCCN(Cc2ccccc2Cl)C1 (configuration not stated)
#7 CCS(=O)(=O)N1CCN(S(=O)(=O)c2ccc(F)cc2)CC1
#8 CCc1nnc(NC(=O)CSc2nnc(Cc3ccccc3)n2Cc2ccccc2)s1

Assay by compound	1	2	3	4	5	6	7	8
eIF2B yeast act	15	12	39	15	13	16	-24	10
eIF2B yeast act mutant toxicity	-8	6	11	18	3	10	-10	-10
Yeast tox	2	-17	0	8	5	27	9	-2
Yeast tox inhibition %	-8	6	11	18	3	10	-10	-10

#9 COc1ccc(-n2c(SCC(=O)Nc3ccc4c(c3)OCO4)nc3ccccc3c2=O)cc1
#10 O=C(CN1C(=O)C2C3C=CC(C3)C2C1=O)N1CC(=O)N(CCc2ccccc2)C(=O)C1 (configuration not stated)
#11 COc1cc(NC(=O)c2ccco2)c(OC)cc1NC(=O)CCC(=O)Nc1cc(C)ccc1C
#12 CC1(C)CC(NC(=O)COc2ccc3ccccc3c2)CC(C)(C)N1
#13 COC(=O)C1CSc2[nH]c(=O)sc2C1c1ccc(O)c(OC)c1 (configuration not stated)
#14 CC(=O)NC(C)(C)C1CC=C(C)/C(=N\O)C1 (configuration not stated)
#15 COc1ccc2c(C(=O)CN3CCC(C)CC3)c[nH]c2c1
#16 CC(C)(C)c1cc(C(=S)N2CCN(CCO)CC2)cc(C(C)(C)C)c1O

Assay by compound	9	10	11	12	13	14	15	16
eIF2B yeast act	14	-4	-5	6	-103	-13	-6	2
eIF2B yeast act mutant toxicity	7	19	-47	-19	.	-24	-5	.
Yeast tox	31	-5	-10	25	-5	-1	-1	.
Yeast tox inhibition %	7	19	-47	-19	0	-24	-5	.

#17 CC(C)c1cc(C(=O)NC2CCCCC2)no1
#18 CN(C)CCNC(=O)c1coc(=O)c(Br)c1
#19 O=C(CSc1nnc(Cn2cnc3ccccc32)o1)Nc1cccc2ccccc12
#20 CC(C)(C)OC(=O)N[C@H](Cc1ccccc1)C(=O)N1CCC(C(=O)O)CC1
#21 CCN(C(=O)CSc1ccc2c(c1)OCCO2)C1CCS(=O)(=O)C1 (configuration not stated)
#22 Brc1ccc(-c2cnc(-c3cccs3)o2)cc1
#23 Cc1ccc2c(c1)cc(CN(Cc1ccco1)C(=O)COc1ccccc1)c1nnnn12
#24 CN1CCN(C(=O)CCCOc2cc(=O)n(C)c3ccccc23)CC1

Assay by compound	17	18	19	20	21	22	23	24
eIF2B yeast act	23	-41	14	25	25	.	-6	.
eIF2B yeast act mutant toxicity	.	7	-24	-7	-23	.	-26	.
Yeast tox	7	-2	3	2	2	-22	6	12
Yeast tox inhibition %	0	7	-24	-7	-23	0	-26	13

#25 CCn1c(SCc2nc3ccccc3[nH]2)nnc1-c1cccnc1
#26 Cc1ccc(S(=O)(=O)c2ccc(C)cc2)cc1
#27 Cc1cc(NC(=O)c2cc(-c3ccco3)on2)nn1Cc1ccc(Cl)cc1
#28 Cc1onc(-c2ccccc2)c1C(=O)Nc1cccc2nsnc12
#29 COc1ccc2c(C)cc(=O)[nH]c2c1
#30 CCOC(=O)c1c(C)n(CCO)c2ccc(O)cc12
#31 Cc1cccc(N2C(=O)CN=C2Nc2nc(C)cc(C)n2)c1
#32 Cc1ccc(-n2nnnc2SCC(=O)c2c(N)n(CC(C)C)c(=O)n(C)c2=O)cc1

Assay by compound	25	26	27	28	29	30	31	32
eIF2B yeast act	17	.	15	3	.	13	23	23
eIF2B yeast act mutant toxicity	-3	.	-9	.	.	-9	8	-33
Yeast tox	21	13	-8	-29	-3	13	29	-22
Yeast tox inhibition %	-3	19	-9	0	10	-9	8	-33

#33 O=C1NC(c2ccc3c(c2)OCO3)Nc2ccccc21 (configuration not stated)
#34 N#Cc1c(/N=C/c2cccs2)sc2c1CCC2
#35 Cc1cccc(NC(=O)Cc2cccs2)n1
#36 O=C1NCCCN1Cc1ccc(F)cc1
#37 O=C(C1CCCN1S(=O)(=O)c1ccc(Cl)cc1)N1CCOCC1 (configuration not stated)
#38 CNC(=O)OCc1cccc(COC(=O)NC)n1
#39 COc1ccccc1NC(=O)C1C2C=CC(O2)C1C(=O)O (configuration not stated)
#40 CCC(C)[C@H](NC(=O)OC(C)(C)C)C(=O)N/N=C/c1cccc2nccnc12 (some centres not stated)

Assay by compound	33	34	35	36	37	38	39	40
eIF2B yeast act	14	-14	21	22	16	-15	3	24
eIF2B yeast act mutant toxicity	12	20	-17	19	-2	-12	.	-19
Yeast tox	24	0	2	-3	14	14	-4	14
Yeast tox inhibition %	12	20	-17	19	-2	-12	0	-19

#41 Cc1cc(NCCCN(C)C)n2nc(-c3cccs3)cc2n1
#42 CC(C)OC(=O)N(C)c1ccc(C(O)(C(F)(F)F)C(F)(F)F)cc1
#43 CCOC(=O)NCc1ccc(Cl)c(Cl)c1
#44 COc1ccc(N2CCN(CCCNC(=O)c3cc4sccc4n3C)CC2)cc1
#45 CN1CCN(S(=O)(=O)c2ccc(Br)s2)CC1
#46 COc1ccc(Nc2ncccc2C(=O)O)cc1
#47 COCc1cc(=O)[nH]c(/N=C(\N)Nc2cccc(C)c2)n1
#48 O=C(c1ccco1)N1C2C=CC(C2)C1(C(F)(F)F)C(F)(F)F (configuration not stated)

Assay by compound	41	42	43	44	45	46	47	48
eIF2B yeast act	-13	9	27	12	-10	.	23	30
eIF2B yeast act mutant toxicity	.	10	-13	-3	-7	.	15	-4
Yeast tox	.	32	-1	-3	37	-3	13	11
Yeast tox inhibition %	.	10	-13	-3	-7	13	15	-4

#49 COc1ccc(S(=O)(=O)CCC(=O)N(C)c2ccc(OC)cc2OC)cc1
#50 Cn1nc(-c2ccc(N3CCOCC3)c(NS(=O)(=O)c3ccc(Cl)cc3)c2)c2ccccc2c1=O
#51 Cc1ccccc1NC(=O)CN(c1ccc(F)cc1)S(C)(=O)=O
#52 CCCN1C(=O)SC(CC(=O)Nc2ccc(C)cc2)C1=O (configuration not stated)
#53 Cc1ccc(C(=O)Nc2ccccc2C(=O)NC2CCCCC2)cc1S(=O)(=O)N1CCOCC1
#54 O=C(O)c1ccc(CN2C(=O)CSC2=S)cc1
#55 O=C(CSc1nc(Nc2ccccc2)nc(N2CCOCC2)n1)Nc1ccc2c(c1)OCCO2
#56 CN(CCNC(=O)C1(O)c2ccccc2NC(=O)N1c1ccccc1)Cc1ccccc1 (configuration not stated)

Assay by compound	49	50	51	52	53	54	55	56
eIF2B yeast act	20	1	9	.	29	10	-22	8
eIF2B yeast act mutant toxicity	-23	-24	.	.	-23	21	.	11
Yeast tox	3	-14	.	10	8	4	1	-1
Yeast tox inhibition %	-23	-24	.	-10	-23	21	0	11

#57 Cc1cc(C)cc(C(=O)N2CC(C)OC(C)C2)c1 (configuration not stated)
#58 CCOc1ccccc1NS(=O)(=O)c1cccs1
#59 CCn1c(SCC(=O)NCc2ccccc2)nc2ccccc2c1=O
#60 O=C(CN1C(=O)CCSc2ccccc21)Nc1ccc(F)cc1
#61 COCCn1c(SCc2nnc(-c3ccc(OC)c(OC)c3)o2)nc2sc3c(c2c1=O)CCC3
#62 CC(C)(C)OC(=O)N1CCCC1C(=O)NCCc1ccccc1 (configuration not stated)
#63 N/C(=N\c1nc2c(c(=O)[nH]1)CCCC2)Nc1ccc(Oc2ccccc2)cc1
#64 N#CCc1nc(CSc2nc3ccccc3o2)cs1

Assay by compound	57	58	59	60	61	62	63	64
eIF2B yeast act	-36	0	35	22	9	3	38	15
eIF2B yeast act mutant toxicity	.	.	-4	8	.	.	7	9
Yeast tox	12	.	1	1	.	.	-6	20
Yeast tox inhibition %	0	.	-4	8	.	.	7	9

#65 O=C(c1cccs1)c1coc2ccc(O)cc12
#66 CCC1(CC)C(=O)C(C)(C)C(=O)OC1c1cccs1 (configuration not stated)
#67 O=C1CCCN1CCCN1C(=O)N[C@@H](Cc2ccccc2)C1=O
#68 Cn1c(CNc2ccc(Cl)cc2)nnc1SCc1ccccc1
#69 COc1ccc(N2C(=NC(C)=O)SC3CS(=O)(=O)CC32)cc1OC (configuration not stated)
#70 O=S(=O)(NCCCO)c1ccc2c(c1)Cc1cc(S(=O)(=O)NCCCO)ccc1-2
#71 CC(NC(=O)c1ccncc1)C(C)(C)C (configuration not stated)
#72 Cc1c(NC(=O)CN2CCN(c3ccccc3)CC2)c(=O)n(-c2ccccc2)n1C

Assay by compound	65	66	67	68	69	70	71	72
eIF2B yeast act	9	13	-38	23	21	22	11	7
eIF2B yeast act mutant toxicity	28	.	23	5	9	.	5	5
Yeast tox	13	.	1	10	16	-10	13	16
Yeast tox inhibition %	28	.	23	5	9	0	5	5

#73 COCCNC(=O)c1cc2sc3ccccc3c2s1
#74 c1cncc(-c2nn3c(Cn4nnc5ccccc54)nnc3s2)c1
#75 CCN1CCc2c(C#N)c(N3CCOCC3)nc(N3CCOCC3)c2C1
#76 CCSCCNC(=O)c1cncc(Br)c1
#77 O=C(NCCC1=CCCCC1)C1CCCN(S(=O)(=O)c2ccccc2)C1 (configuration not stated)
#78 COc1ccc2c(c1)N(C(=O)CN1C(=O)C3CCCCC3C1=O)C(C)(C)C=C2C (configuration not stated)
#79 Nc1nnc(CC(c2ccccc2)c2ccccc2)s1
#80 CCCCOC(=O)C1=C(C)Nc2nnnn2C1c1ccc(OC)c(OC)c1OC (configuration not stated)

Assay by compound	73	74	75	76	77	78	79	80
eIF2B yeast act	25	21	.	15	-19	-51	-51	10
eIF2B yeast act mutant toxicity	14	.	.	-9	.	23	-11	20
Yeast tox	14	.	9	-4	.	-8	-7	12
Yeast tox inhibition %	14	.	10	-9	.	23	-11	20

#81 COc1ccc(-c2nnc(SC(C)C(=O)NCc3ccc4c(c3)OCO4)n2Cc2ccco2)cc1 (configuration not stated)
#82 COc1cc(/C=N\n2cnnc2)ccc1OCC(=O)Nc1ccc(C)cc1
#83 CCCCCCOc1ccc(N2C(=O)CC(N3CCN(C(=O)c4ccco4)CC3)C2=O)cc1 (configuration not stated)
#84 CCN(CC)S(=O)(=O)c1ccc(C(=O)NCCc2cc3c(OC)ccc(OC)c3[nH]c2=O)cc1
#85 Nc1nnc(Cc2ccccc2)s1

Assay by compound	81	82	83	84	85
eIF2B yeast act	3	-50	11	.	11
eIF2B yeast act mutant toxicity	3	5	.	.	6
Yeast tox	-6	9	.	4	10
Yeast tox inhibition %	3	5	.	-11	6

A portion of the library. The share of hits here may be higher or lower than overall.
